# Growth percent in the NCI-60 one-dose screen (48 h, 10 µM unless noted): 100 = growth as untreated, 0 = no growth, -100 = all killed.
# 786-0 – 786-0 renal cancer cells. 81,000 tested, 5.1% active
# SK-OV-3 – SK-OV-3 ovarian cancer cells | 80,000 tested, 3.2% active | AID 1794785
# UO-31 – UO-31 renal cancer | AID 1794768 | 81,000 tested, 5.2% active
# RXF 393 – RXF 393 renal cancer cells | 77,000 tested, 6.9% active | AID 1794773
# TK-10 – TK-10 renal cancer cells; 81,000 tested, 3.9% active
# SN12C – SN12C renal cancer cells | 81,000 tested, 3.8% active
# ACHN – ACHN renal cancer; 81,000 tested, 4.9% active
# IGROV1 – IGROV1 ovarian cancer; 79,000 tested, 4.7% active
# An asterisk follows results filed as active; · = not tested or not shown; & = joins results of further samples; ! = not confirmed by another sample; [ ] = remark or other dose. The calls were made as follows: active = growth percent below 10; inactive = the rest.
mol	786-0	SN12C	IGROV1	UO-31	TK-10	RXF 393	ACHN	SK-OV-3
C=C(C)[C@@H]1CC[C@]2(C(=O)OCCOCCOCC[P+](c3ccccc3)(c3ccccc3)c3ccccc3)CC[C@]3(C)[C@H](CC[C@@H]4[C@@]5(C)CC[C@H](C)C(C)(C)[C@@H]5CC[C@]43C)[C@@H]12	-83*	-76*	-71*	-90*	-89*	-85*	-93*	-97*
CCOC(=O)CC1CSC(N/N=C/c2ccc([N+](=O)[O-])cc2)=N1 (centres undefined)	99	100	111	73	100	107	113	109
O=[N+]([O-])c1ccc(N=Nc2ccc(O)c3ccccc23)cc1	·	35	38	24	76	60	47	92
O=C(NCOC(O)C(Cl)(Cl)Cl)NCOC(O)C(Cl)(Cl)Cl (centres undefined)	99	98	99	78	100	125	93	90
CN1CCN(Cn2nc(-c3cc(Cl)cc(Cl)c3Cl)oc2=S)CC1	95	94	98	138	110	99	98	100
COc1ccc(C2=NN(c3ccccc3)C(c3sc(Cl)nc3Cl)C2)cc1 (centres undefined)	89	76	83	61	60	75	101	111
COc1cc2c(cc1OC)-c1ccc3cc4c(cc3c1N(CCn1ccnc1)C2)OCO4	67	72	81	63	84	80	·	88
COc1c(Br)cc(C(=O)c2ccccc2C(=O)c2cc(Br)c(OC)c(Br)c2)cc1Br	95	105	86	104	166	106	103	89
CC1(C)[C@@H](O)CC[C@]2(C)[C@H]3CC[C@@H]4[C@H]5[C@H](C(=O)/C=C\c6ccc(Br)cc6)CC[C@]5(O)CC[C@@]4(C)[C@]3(C)CC[C@@H]12	82	86	90	66	111	50	82	109
O=C(Nc1ccccc1)c1sc(-c2ccc(F)cc2)cc1O	92	93	94	84	101	102	96	82
CCOC(=O)c1csc(NC(=O)COc2ccc(/C=C3\Oc4ccccc4C3=O)cc2)n1	68	91	6.6*	-14*	119	80	108	138
CCCCC1COc2cccc3c(SCC(=O)n4ccc5ccccc54)cc[n+]1c23 (centres undefined)	106	90	79	74	116	·	95	100
Cc1cc(-c2cc(C)c(N)cc2S(=O)(=O)O)c(S(=O)(=O)O)cc1N	105&111	96&94	95&104	93&77	96&108	115&119	106&107	97&106
CC1N(C(=O)NCCCCCCNC(=O)N2C(C)C2(C)C)C1(C)C (centres undefined)	100	110	106	79	88	107	94	103
OCc1nc2ccccc2s1	99	104	96	68	120	103	95	103
O=C(OCCO)c1ccc(O)c(O)c1	113	94	82	73	106	111	91	109
COc1cc(-c2nnc(-c3cccnc3)o2)cc(OC)c1OC	97	100	109	91	112	108	105	100
O=C(NC1CCCCC1)N(Cc1nnc2n1CCCCC2)c1ccc(F)cc1	100	103	102	94	121	118	258	109
COc1ccc(/C=c2/c(=O)n(-c3ccccc3)c3nn4c(-c5ccc(Cl)cc5)nnc4n23)cc1	107	93	93	60	142	118	92	100
Cc1ccc(Cl)c(NC(=O)CN2CCOCC2)c1	85	103	96	85	73	128	·	106

# Part of the list above, showing only UO-31, 786-0 and RXF 393.
SMILES | UO-31 | 786-0 | RXF 393
O=C(Nc1ccccc1)c1sc(-c2ccc(F)cc2)cc1O | 84 | 92 | 102
CCOC(=O)c1csc(NC(=O)COc2ccc(/C=C3\Oc4ccccc4C3=O)cc2)n1 | -14* | 68 | 80

# Going on with the list:
mol	786-0	SN12C	IGROV1	UO-31	TK-10	RXF 393	ACHN	SK-OV-3
N#Cc1c(-c2ccc(Cl)cc2)nc2c(C#N)c(Nc3ccccc3)nn2c1N	94	100	108	91	·	98	100	122
NCCC(=O)NCc1ccccc1	97	101	110	88	94	110	·	91
COC(=O)c1nnn(-c2ccc(Cl)cc2Cl)c1C(=O)c1ccc(Cl)c(Cl)c1	100	90	84	·	138	104	93	87
Cc1c(-c2nn(-c3ccccc3)cc2/C=N\O)nnn1-c1ccc(Cl)cc1	·	96	100	95	114	110	100	107
O=C(Cn1nc(-c2ccccc2)ccc1=O)NN1C(=O)c2ccccc2C1=O	103	123	124	86	105	·	99	117
COc1ccc(N2C(=O)N(c3ccc(SC)cc3)C(=O)C2=S)cc1	100	100	98	83	93	107	97	69
CC(C)c1ccc(S(=O)(=O)NC(=O)NC2CCCC2)cc1	103	97	105	95	101	115	103	·
CCCCCCN1COCC(COc2ccc(Cl)cc2)OC1 (centres undefined)	102	99	112	·	109	102	106	122
CC(=O)Nc1ccc2c(c1)Cc1c-2cc(Br)c(N)c1Br	104	91	91	58	119	103	92	102
CCN(CC)c1cc(N)c(Cc2c(N)cc(N(CC)CC)cc2Cl)c(Cl)c1	74	22	55	68	82	64	80	50
O=C(Nc1ccc(Cl)cc1)c1cc2ccccc2cc1O	-32*!	-2.4*	22&23	4.7*!	8.4*!	-17*!	31&30	19
CCc1c(Cl)nc(N)nc1Nc1ccc(C)c(C)c1	101	100	97	91	103	94	100	109
COc1ccc(COc2ccc(Nc3ncnc4onc(-c5ccccc5)c34)cc2)cc1	104	93	99	72	101	113	101	·
O=C(OCCOCCO)c1ccccc1-c1c2cc(I)c(=O)c(I)c-2oc2c(I)c(O)c(I)cc12	104	101	99	88	114	103	100	91
CC(=O)Oc1ccc(/C=C/C(=O)O)cc1	98	105	104	93	90	115	·	111
NC(=O)c1cc(Sc2ccccc2)nc2ccccc12	117	97	108	67	105	107	96	94
Cc1c(C(N)=O)sc2c1c(=O)n(Cc1ccccc1)c1nncn21	100	102	97	72	112	111	103	100
Cc1ccccc1-n1nnc(C(=O)Nc2ccc(-c3ccccc3)cn2)c1C	62[50 µM]	64[50 µM]	71[50 µM]	39[50 µM]	·	75[50 µM]	46[50 µM]	·
CC1CC(c2ccc(N(C)C)cc2)=NN1c1nc(O)c(C2=c3ccccc3=NC2=O)s1 (centres undefined)	110	97	102	67	112	105	94	·
CCCCCCNC(=O)Oc1ccc(/C(=C(/CC)Cc2ccccc2)c2ccc(OCCN3CCCC3)cc2)cc1	71	88	87	75	87	84	100	91

# More results:
mol	786-0	SN12C	IGROV1	UO-31	TK-10	RXF 393	ACHN	SK-OV-3
O=[N+]([O-])c1cc(F)ccc1Nc1cccc(F)c1	94	·	103	79	120	102	104	105
COc1ccc(-c2cc(-c3nc(OC)nc(OC)n3)on2)cc1	84	96	108	81	105	99	114	109
CCN(CC)CCOc1ccc2c(-c3ccccc3)c(-c3ccc(OC)cc3)c(=O)oc2c1	66	69	110	63	76	51	75	84
O=C(Nc1nc2ccccc2s1)c1ccc(-n2c(=O)[nH]c3ccccc3c2=O)cc1	93	102	100	86	128	78	85	90
COc1ccc(-c2c3c(nn2-c2ccccc2)CCc2cnoc2-3)cc1	72	86	78	78	100	83	82	82
CCCC(NC(=O)C(C)NC(=O)c1cccc(N2C(=O)/C(=C/c3ccccc3)SC2=S)c1)C(=O)O (centres undefined)	107	96	106	83	112	107	103	113
CC(=O)OC1CC2C=CC1C2 (centres undefined)	95	94	93	76	110	118	97	97
CCCCCCCCCCOC(=O)C(C)OC(=O)OC (centres undefined)	94	102	94	89	95	119	102	102
COC(=O)C(C(=O)OC)C(Br)C(Br)C(Br)c1ccccc1 (centres undefined)	96	98	107	78	·	57	18	109
COc1cc(-n2nnc3c4nc(-c5ccc([N+](=O)[O-])cc5)oc(=O)c4c(C)nc32)cc(OC)c1OC	104	104	114	89	119	112	100	101
CCCCOC(=O)c1ccccc1	110	97	114	79	104	101	103	111
O=C(CN1C(=O)S/C(=C\c2ccccc2)C1=O)Nc1ncc(Cc2ccccc2Cl)s1	107	102	95	75	103	125	92	102
O=C(CCCCCCCCC(=O)OCCOc1ccccc1)OCCOc1ccccc1	93	104	108	89	86	105	108	106
CCc1ccccc1-n1c(-c2ccc(OC)cc2)cc(-c2ccc(OC)cc2)c(C#N)c1=O	34	90	86	88	97	32	62	54
CCN(CC)CCN(C(=O)/C=C/c1ccccc1)C1CCCCC1	105	98	107	91	96	·	109	102
COc1ccc(/C(=C/c2cc(OC)c(OC)cc2[N+](=O)[O-])C(=O)O)cc1	106	104	107	83	118	126	108	100
COc1cc(/C=C/c2c(C(=O)O)cccc2[N+](=O)[O-])cc(OC)c1OC	98	103	103	84	·	97	105	91
Nc1ncc(-c2ccc3ncnc(N4CCc5cc(F)c(F)cc54)c3c2)cn1	14	25	-6.1*	8.5*	-2.8*	·	19	9.1*
C=CCCC(=O)N1C=CC(=O)[C@H](O)[C@@H]1/C=C/c1ccccc1	14[100 µM]	42[100 µM]	51[100 µM]	29[100 µM]	55[100 µM]	79[100 µM]	28[100 µM]	39[100 µM]
CCC1(c2ccc(O)cc2)NC(=O)NC1=O (centres undefined)	94	85	93	88	95	125	103	104

# Compounds from the list above that have bromine, in the order listed:
mol	786-0	SN12C	IGROV1	UO-31	TK-10	RXF 393	ACHN	SK-OV-3
COc1c(Br)cc(C(=O)c2ccccc2C(=O)c2cc(Br)c(OC)c(Br)c2)cc1Br	95	105	86	104	166	106	103	89
CC1(C)[C@@H](O)CC[C@]2(C)[C@H]3CC[C@@H]4[C@H]5[C@H](C(=O)/C=C\c6ccc(Br)cc6)CC[C@]5(O)CC[C@@]4(C)[C@]3(C)CC[C@@H]12	82	86	90	66	111	50	82	109
CC(=O)Nc1ccc2c(c1)Cc1c-2cc(Br)c(N)c1Br	104	91	91	58	119	103	92	102
COC(=O)C(C(=O)OC)C(Br)C(Br)C(Br)c1ccccc1 (centres undefined)	96	98	107	78	·	57	18	109

# (further entries)
mol	786-0	SN12C	IGROV1	UO-31	TK-10	RXF 393	ACHN	SK-OV-3
CSC1=C(C#N)C(N)=NNC(=Nc2ccccc2)S1	96	98	81	69	104	110	94	108
O=C1NC(/C=C/c2ccccc2)N=C2C(c3ccc(Cl)cc3)=NOC12 (centres undefined)	98	103	108	96	101	110	111	96
C=CCOC(=O)CCCCC	99	102	105	81	106	113	106	105
OC(c1ccccc1)(c1ccccc1)c1ccc2ccccc2c1	96	96	91	57	116	109	89	93
C/C(=N\N=C1\SCC(=O)N1c1ccccc1)c1cc2ccccc2oc1=O	102	99	101	89	113	91	108	96
C=C(C)[C@@H]1CC[C@]2(C(=O)N3CCN(C)CC3)CC[C@]3(C)[C@H](CC[C@@H]4[C@@]5(C)C/C(=C/c6cc(C(F)(F)F)cc(C(F)(F)F)c6)C(=O)C(C)(C)[C@@H]5CC[C@]43C)[C@@H]12	96	100	107	86	107	106	100	105
CC(C)NC(=O)c1cc(NCc2cc(O)ccc2O)ccc1O	108	99	105	86	113	102	104	105
Clc1ccc2c(c1)C=C1CCCC3=Cc4cc(Cl)ccc4OC13O2	98	100	104	87	92	97	111	103
Cc1nc2nc[nH]c(=O)c2nc1C	105	117	130	94	108	108	112	107
COc1ccc(/C=N/Nc2cc(=O)[nH]c3ccc(Cl)cc23)cc1	62	62	76	95	13	86	73	95
COc1ccc(C(=O)/C=C/c2ccc(OCc3cccc(C(F)(F)F)c3)c(OC)c2)cc1OC	122	97	94	67	117	98	93	89
CC(=O)CC(=O)Nc1nc2ccccc2s1	100	97	75	84	111	112	96	100
CCc1ccc(CCC(=O)Nc2ncc(Cc3ccc(Cl)cc3)s2)o1	41	45	35	43	60	-13*	48	37
NC(=O)C(C1=CCCCC1)c1ccccc1 (centres undefined)	104	103	104	87	98	133	99	108
c1ccc(Cn2ccc3c2-c2oncc2CCC3)cc1	98	92	·	96	97	98	95	115
COc1ccc(/C=C/C(=O)c2ccc(-n3cc(CN4CCN(c5cc6c(cc5F)c(=O)c(C(=O)O)cn6C5CC5)CC4)nn3)cc2)cc1OC	44	15	-25*	43	80	4.5*	·	67
COc1ccc(-c2nnc(CNc3ccc(F)cc3)o2)cc1OC	98	93	69	60	138	90	89	76
N#CCCN(C(=S)Nc1cccc(C(F)(F)F)c1)C1CCCCC1	89	93	·	78	127	·	97	109
COc1cc(C2NC(=O)NC(C)=C2C(=O)OC(C)C)ccc1O (centres undefined)	94	105	114	95	88	94	106	112
COc1ccc2c(c1)-n1c(C)cc(=O)n1CC(=O)N2	93	104	100	92	92	119	108	105

# Looked up above:
# IGROV1 result of CC(C)c1ccc(S(=O)(=O)NC(=O)NC2CCCC2)cc1 reads 105
# TK-10 result of COC(=O)c1nnn(-c2ccc(Cl)cc2Cl)c1C(=O)c1ccc(Cl)c(Cl)c1 reads 138
# ACHN result of CCN(CC)CCN(C(=O)/C=C/c1ccccc1)C1CCCCC1 reads 109
# SK-OV-3 result of COc1ccc(-c2c3c(nn2-c2ccccc2)CCc2cnoc2-3)cc1 reads 82

# Other records.
mol	786-0	SN12C	IGROV1	UO-31	TK-10	RXF 393	ACHN	SK-OV-3
Nc1n[nH]c2ccc([C@H]3[C@@H]4C5CCC(C5)[C@@H]4c4c(ccc5[nH]ncc45)N3S(=O)(=O)C3CC3)cc12 (some centres undefined)	31	29	19	43	62	26	19	53
CCOC(=O)c1sc2ncccc2c1-n1nnc(C#N)c1N	96	100	103	88	120	110	106	·
NC(=O)c1cnc(N/N=C/c2ccc(Cl)cc2)nc1N	84	93	69	64	62	85	85	86
CCSc1nc(-c2cccs2)n2nc(-c3ccco3)cc2n1	113	90	87	80	·	107	94	106
Cc1ccc(/C=N/c2n[nH]c(Nc3ccccc3)n2)cc1	99	108	109	95	99	121	102	114
COc1cc(-c2nc(-c3ccccc3)[nH]c2-c2ccnc(NCCCNS(=O)(=O)c3ccc(C)cc3)n2)ccc1F	95	89	95	79	123	83	85	148
CCOCCOC(=O)c1ccccc1C(=O)OCCOCC	92	102	·	77	124	·	105	113
O=COC1CCCCCC1	102	91	98	96	109	111	97	98
NC(=O)c1cc(Cl)ccc1NS(=O)(=O)c1ccccc1	100	100	100	75	109	100	100	102
COc1ccc(CNc2ccc3nc(CCC(C)C)[nH]c3c2)cc1	84	90	85	73	116	110	95	98
O=C(Nc1cccc2cccnc12)c1cc(C(=O)c2ccc(Cl)cc2)n2c1ccc1c3ncccc3ccc12	33	95	89	80	97	91	73	88
CCOC(=O)C1C(=O)C=C(c2ccc3c(c2)OCO3)CC1c1sc(N(C)Cc2ccccc2)nc1Cl (centres undefined)	87	99	95	69	94	97	87	104
